Screening results from PubChem.
PhoP inhibition: PhoP-dependent GFP reporter repression – Salmonella Typhimurium, primary screen (AID 1863) | one-dose inhibition, % at 50 µM; IC50 in µM for titrated hits | S. Typhimurium PhoP-regulated promoter GFP reporter, 4 h; higher % means a stronger effect | 300,000 compounds, 0.16% hits;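 active means inhibition over 29.93%, a cutoff 3 SD above the screen mean, later confirmed by dose response; inconclusive means inhibition over 29.93% but no dose response follow-up; inactive means inhibition at most 29.93% or unconfirmed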;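 further: 0% = low Mg2+ inducing control and 100% = high Mg2+ repressing control; strong numbers were not always called active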
Dengue-2 NS5 capping: flavivirus cap methylation enzyme inhibition – biochemical, confirmation dose response, primary screen (AID 588689); Dengue-2 NS5 methyltransferase capping enzyme assay, biochemical; higher % means a stronger effect; one-dose inhibition, % at 25 µM; IC50 in µM for titrated hits; 340,000 compounds, 0.3% hits; in the data active means a potency from the dose series; inconclusive means inhibition above about 29% without an active follow-up result
Large T inhibition: SV40 large T antigen inhibitors, biochemical (AID 1903). SV40 large T antigen ATPase/helicase inhibition assay; higher % means a stronger effect. one-dose inhibition, % at 20 µM; IC50 in µM for titrated hits. 310,000 compounds, 0.39% hits; in the data active means a potency from the dose series; inconclusive means inhibition mostly from about 32% at the one dose, without a potency; inactive means the rest, 99 in 100 with inhibition below about 32%; further: strong numbers were not always called active
MgcRacGAP inhibition: MgcRacGAP GTPase-activating activity inhibitors, confirmation, biochemical, ADP Hunter fluorescence | MgcRacGAP-stimulated Rac1 GTP hydrolysis, ADP Hunter fluorescence; higher % means a stronger effect; GST-tagged Rac1 F28L mutant substrate | inhibition, % at 30 µM; hits with a dose series show IC50 in µM | 340,000 compounds, 0.6% hits;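 active means first-screen hits whose inhibition reached a set limit at any dose in the follow-up dose series; inconclusive means inhibition above the set first-screen limit but never retested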;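 further: fluorescence reports GDP produced by GAP-driven GTP hydrolysis; strong numbers were not always called active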
West Nile antiviral: West Nile virus antiviral activity, cell-based, CPE readout (AID 1621); West Nile virus-infected cells, CPE inhibition; higher % means a stronger effect; 290,000 compounds, 0.02% hits; one-dose CPE inhibition, % at 10 µM; IC50 in µM for titrated hits; in the data active means a potency from the dose series; inconclusive means CPE inhibition mostly from about 3.7% at the one dose, without a potency; inactive means the rest, 99 in 100 with CPE inhibition below about 2.2%; further: strong numbers were not always called active
RSV CPE inhibition: inhibition of RSV-induced cytopathic effect – HEp-2 cells, primary 10 µM value included (AID 2391). CPE inhibition, % at 10 µM, or IC50 in µM where a hit was titrated. HEp-2 cells, RSV-induced CPE inhibition; higher % means a stronger effect. 310,000 compounds, 0.13% hits; in the data active means a potency from the dose series; inconclusive means CPE inhibition mostly from about 23% at the one dose, without a potency; inactive means the rest, 99 in 100 with CPE inhibition below about 21%; further: strong numbers were not always called active
CSM14.1 death rescue: protection against thapsigargin-triggered cell killing – 384-well, CSM14.1, ATP luminescence, primary screen (AID 1222); 190,000 tested, under 10 active; CSM14.1 thapsigargin-induced death rescue, ATP luminescence; higher % means a stronger effect; one-dose cellular ATP content (survival), % at 20 µM; EC50 in µM for titrated hits;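 active means EC50 below 50 µM in the dose-response confirmation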;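 further: death triggered by thapsigargin at about 15 µM added after 2 h compound pretreatment; cell ATP read after overnight thapsigargin exposure of roughly 18 to 22 hours; normalized against plate controls of thapsigargin alone and 5% DMSO vehicle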
LYP phosphatase: PTPN22 lymphoid phosphatase activity blockers – biochemical, fluorescence intensity, uHTS (AID 1779); recombinant LYP phosphatase, fluorescence intensity; higher % means a stronger effect; one-dose inhibition, % at 11.5 µM; IC50 in µM for titrated hits; 290,000 compounds, 0.054% hits; in the data active means inhibition above about 50%;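 further: plate controls were vehicle with enzyme for no effect and no enzyme for full effect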
GPR35 antagonists: GPR35 antagonists blocking zaprinast-driven arrestin recruitment, primary screen, imaging, U2OS, beta-arrestin-GFP, zaprinast agonist (AID 2058) | U2OS GPR35 beta-arrestin-GFP translocation imaging, zaprinast antagonism; higher % means a stronger effect | inhibition, % at 10 µM; hits with a dose series show IC50 in µM | 290,000 compounds, 0.052% hits;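 active means inhibition of at least 50% with at least 30 cells and total cytoplasm GFP at most 10,000,000; inconclusive means under 30 cells or total GFP of 10,000,000 plus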
Dengue-2 NS5 capping pilot replicate: second read-out of Dengue-2 NS5 capping, no call of its own (marks repeat the call); inhibition, %; measured here: pilot screen replicate inhibition
Numbers without * were called inactive; ? = inconclusive; . = no result given; & = joins results of further samples.

SMILES	PhoP inhibition	Dengue-2 NS5 capping	Large T inhibition	MgcRacGAP inhibition	West Nile antiviral	RSV CPE inhibition	CSM14.1 death rescue	LYP phosphatase	GPR35 antagonists	others
Cc1nc2cc(NC(=O)COc3ccccc3C#N)ccc2n1-c1ccccc1	-7%	-2%	18%	13%	0.2%	0.0%	-0.1%	2%	2%
O=C(c1ccccc1/S(=N/S(=O)(=O)c1ccccc1)N1CCOCC1)N1CCOCC1 (stereo not drawn)	-3%	-2%	2%	-2%	-0.3%	2.9%	3.2%	-6%	-5%
CCOc1ccc(C(=O)Cc2cc3cccc(OC)c3oc2=O)cc1	5%	-12%	2%	10%	-0.6%	1.6%	.	-1%	22%
COc1ccccc1-c1ccc2nnc(SC)n2n1	-1%	-6%	17%	12%	-0.2%	7.8%	.	-10%	2%
CCC(=O)Nc1cc2c(C)cc(=O)oc2cc1C	4%	-6%	-1%	1%	0.7%	0.4%	0.4%	-12%	2%
O=C(Nc1nnc(-c2ccccc2SCc2ccccc2)s1)Nc1ccccc1F	-2%	0%	0%	0%	1.2%	2.2%	1.4%	6%	15%
CC(NC(=O)c1ccc(Cl)cc1)C(=O)N1CCCCC1 (stereo not drawn)	0%	5%	7%	-3%	.	1.0%	-0.2%	4%	-3%
CCN(C(=O)c1coc(=O)c(Br)c1)c1ccc2c(c1)OCO2	-51%	28%	33%	?	-1.1%	-1.0%	1.7%	-8%	-2%
CC(C)(C)n1nnnc1CN(Cc1ccc(F)cc1)Cc1ccco1	2%	1%	-2%	10%	-1.5%	2.8%	-0.8%	-1%	-6%
O=C(OCc1c(F)cccc1Cl)c1cnc2ccccc2n1	-8%	4%	9%	12%	0.3%	1.2%	.	-2%	6%
Cc1occc1C(=O)N/N=C/C=C/c1ccc(N(C)C)cc1	-2%	-11%	20µM*	?	-0.4%	4.8%	.	2%	5%
O=C(CSc1nnc(-c2ccco2)n1Cc1ccccc1)OC1CCCCC1	-1%	-15%	2%	6%	0.2%	2.3%	-1.6%	6%	14%
CCS(=O)(=O)N1CCC(C(=O)NCCN2CCN(Cc3ccccc3)CC2)CC1	-1%	2%	-2%	1%	0.0%	-0.2%	1.0%	-6%	7%
Cc1cc(C)n2nc(C(=O)OCC(=O)N(CCC#N)c3ccc(F)cc3)nc2n1	11%	8%	6%	4%	.	-0.1%	.	.	.
O=C(/C(=C/c1ccc(Cl)cc1)c1nc2ccccc2[nH]1)c1cccs1	-2%	-21%	8%	8%	-0.1%	-3.6%	-3.1%	5%	-2%
O=C(Nc1ccc(Cl)cc1)C1C2C=CC3(O2)C1C(=O)N(CCN1CCCCC1)C3C(=O)NC1CCCCC1 (stereo not drawn)	-3%	-9%	9%	6%	0.1%	0.7%	.	-11%	0%
CC(C)CNS(=O)(=O)c1ccc(CCC(=O)NCc2ccncc2)cc1	-1%	-4%	-1%	5%	1.0%	0.3%	-2.9%	-8%	8%
O=C(NNC(=O)c1ccccc1O)c1ccco1	4%	4%	-2%	3%	-0.1%	1.7%	-3.4%	-2%	-11%
O=C(CNC(=O)c1ccco1)N/N=C/c1c[nH]c2ccccc12	-8%	-6%	7%	3%	-0.1%	1.6%	.	-3%	4%
CCCc1c(OCCCCc2nn[nH]n2)ccc(C(C)=O)c1O	0%&-7%	-10%	19%&6%	6%	-0.2%	9.9%	0.3%&-2.2%	2%&0%	-8%&-5%

Continued; the last 2 above are carried over.
SMILES	PhoP inhibition	Dengue-2 NS5 capping	Large T inhibition	MgcRacGAP inhibition	West Nile antiviral	RSV CPE inhibition	CSM14.1 death rescue	LYP phosphatase	GPR35 antagonists	others
O=C(CNC(=O)c1ccco1)N/N=C/c1c[nH]c2ccccc12	-8%	-6%	7%	3%	-0.1%	1.6%	.	-3%	4%
CCCc1c(OCCCCc2nn[nH]n2)ccc(C(C)=O)c1O	0%&-7%	-10%	19%&6%	6%	-0.2%	9.9%	0.3%&-2.2%	2%&0%	-8%&-5%
CC1CCCCN1C(=O)COC(=O)/C=C/c1ccc2ccccc2n1 (stereo not drawn)	7%	-11%	5%	1%	-0.3%	?	0.8%	-3%	0%
CC(C)C(C(=O)N1CCN(C(=O)OC(C)(C)C)CC1)n1cc(-c2cn([C@@H](C)C(=O)N3CCN(C(=O)OC(C)(C)C)CC3)nn2)nn1 (stereo partly drawn)	-7%	.	.	.	-0.1%	.	.	-3%	0%
COc1ccc(S(N)(=O)=O)cc1C(=O)NCC(C)(C)N1CCCCC1	-7%	-3%	-4%	5%	0.3%	1.8%	.	-2%	4%
CC(=O)Oc1c(C)c(=O)n(C)c2ccccc12	9%	-3%	2%	4%	-0.2%	2.6%	-1.7%	-1%	-6%
O=C(c1c(F)cccc1F)N1CCN(c2cccc(C(F)(F)F)c2)CC1	3%	1%	6%	11%	-0.7%	2.4%	0.9%	-2%	21%
O=C(CC(=O)Nc1cc(Cl)ccc1Cl)Nc1cc(Cl)ccc1Cl	-6%	-1%	8%	-5%	-0.6%	2.3%	.	-7%	10%
COc1ccc(-c2[nH]ncc2CN(C)C(C)c2ccon2)cc1F (stereo not drawn)	4%	1%	0%	7%	-1.2%	2.4%	-0.9%	-8%	14%
CC(=O)NCCOc1cccc2ccccc12	29%	-10%	7%	-5%	0.0%	2.4%	.	-3%	14%
COc1cc(NC(=O)Cn2cnc3sc(C)c(S(=O)(=O)N4CCN(C)CC4)c3c2=O)cc(OC)c1OC	9%	.	-2%	.	0.3%	-1.8%	-7.0%	-11%	4%
CC(NC(=O)OCc1ccccc1)C(=O)Oc1cc2oc(=O)cc(-c3ccccc3)c2cc1Cl (stereo not drawn)	-9%	-7%	18%	3%	-0.2%	2.5%	2.3%	-2%	-18%
COc1cccc(C(=O)Nc2cccc(C(=O)NCC(C)C)c2)c1	15%	-1%	2%	9%	-1.0%	2.7%	-2.5%	-2%	-12%
O=C1c2cccc3cccc(c23)N1Cc1ccc(F)cc1	-2%	-4%	7%	2%	-0.9%	5.7%	-5.3%	-7%	11%
FC(F)(F)COc1ccc(-n2ccnc2)nn1	5%	-3%	4%	4%	0.8%	0.4%	-1.0%	-9%	-5%
C/C(=N/O)c1cc(C(C)(C)C)c(O)c(C(C)(C)C)c1	-14%	2%	4%	4%	0.2%	2.1%	1.6%	-1%	9%
COc1ccc(C(=O)N2CCCC(N3CCN(c4ccccc4F)CC3)C2)c(OC)n1 (stereo not drawn)	-10%	-12%	7%	8%	-0.2%	0.8%	.	-9%	16%
Cc1ccccc1C(=O)Nc1cccc(NC(=O)c2ncn[nH]2)c1	-5%	4%	30%	9%	1.4%	1.9%	-1.5%	-14%	7%
O=C1C(=O)N(Cc2cccnc2)C(c2cccc(Br)c2)/C1=C(/O)c1ccc2c(c1)OCO2 (stereo not drawn)	0%	17%	5%	8%	0.2%	0.4%	.	-4%	10%
O=C(C1=C[C@@H](c2ccccc2)C[C@@H](OCCCCO)O1)N1CCOCC1	-7%	-2%	-2%	2%	-0.9%	0.8%	1.4%	-10%	-28%
COc1cc(C(=O)NCc2ccc3c(c2)cc(C)n3C)cc(OC)c1OC	6%	55%	3%	-19%	1.8%	4.3%	0.5%	-2%	-19%
Cc1ccc(OCC(=O)Nc2ccc3c(c2)C(=O)NC3=O)cc1	3%	0%	4%	0%	0.7%	2.0%	.	-5%	7%
CC1CN(c2ccc([N+](=O)[O-])cn2)CC(C)O1 (stereo not drawn)	7%	7%	7%	-1%	0.5%	1.1%	.	1%	-3%
CCN(CC)CCN1C(=O)C(O)=C(C(=O)c2cc3cccc(OC)c3o2)C1c1ccc(F)cc1 (stereo not drawn)	-5%	2%	-3%	12%	-0.2%	0.6%	.	-4%	0%
Cc1ncc([N+](=O)[O-])n1CC(=O)NC1CCCCC1	8%	2%	7%	7%	0.1%	0.3%	-0.3%	-6%	-6%
CC/C(O)=C1\C(=O)CCCC1=NCCc1c(C)[nH]c2ccc(C)cc12	3%	-6%	4%	4%	1.0%	-2.1%	.	-4%	7%
Cc1sc2nc(COC(=O)c3cccc(S(=O)(=O)N(C)c4ccccc4)c3)[nH]c(=O)c2c1C	-6%	?	3%	-7%	0.1%	17%	6.0%	4%	-24%
CN(CC(=O)Nc1c(Cl)cccc1Cl)C(=O)c1cccc(S(=O)(=O)NCc2ccccc2)c1	1%	0%	10%	2%	.	5.6%	.	.	.
CN(C)c1ccc(/C=C(/C#N)C(=O)NCc2ccccc2)o1	-24%	.	12%	13%	-0.3%	1.4%	-1.6%	8%	5%
O=C(Nc1ccncc1)c1ccc([N+](=O)[O-])cc1Cl	-5%	-3%	4%	10%	-0.6%	0.6%	.	-1%	12%
CC(C)NC(=O)CC1C(=O)N(Cc2ccccc2)C(C)c2nc3ccccc3n21 (stereo not drawn)	-10%	.	5%	3%	-0.3%	0.5%	5.3%	-3%	9%
CCN(CC)CCCN(C(=O)c1ccco1)c1nc(-c2ccc(Cl)cc2)cs1	1%	-7%	2%	13%	?	4.3%	.	-11%	1%
Cc1ccc(NC(=S)c2nc3ccccc3s2)cc1	-7%	1%	13%	10%	0.1%	5.5%	-2.5%	-4%	2%
Cc1ccc2nc(-c3ccc(O)c(O)c3)cn2c1	-3%	-7%	?	?	-0.6%	4.7%	.	-7%	13%
C/C(=N\NC(=O)c1cc(-c2cccc(OC(C)C)c2)nc2ccccc12)c1cccnc1	4%	-8%	11%	4%	0.0%	12%	.	-2%	1%
CC(C)Cn1c(-c2csc3ccccc23)n[nH]c1=S	-9%	-4%	12%	-2%	.	1.2%	-1.9%	0%	10%
COc1ccccc1NC(=O)CCn1c(=O)c2cccn2c2ccccc21	-1%	-2%	2%	-5%	0.3%	44µM*	.	-10%	9%
Cc1ccc(S(=O)(=O)N2CCC(C(=O)NNC(=O)c3ccc(F)cc3)CC2)cc1	4%	1%	8%	7%	0.0%	-1.2%	-0.2%	-12%	-20%
CN(C)C=Nc1nonc1N	9%	-3%	9%	2%	0.0%	1.3%	.	-8%	15%
NC(=O)COC(=O)/C=C/c1cccc(Br)c1	4%	.	5%	6%	-0.5%	2.4%	-2.0%	-6%	8%
CCN(CC)S(=O)(=O)c1ccc(-c2nnc(SCC(C)=O)o2)cc1	27%	2%	-4%	8%	0.7%	2.3%	-1.5%	-11%	21%	Dengue-2 NS5 capping pilot replicate=2.0
CC(=O)c1ccc(NC(=O)Cn2cnc(S(=O)(=O)N3CCCCC3)c2)cc1	6%	-2%	0%	0%	1.0%	1.0%	.	-6%	1%
